From PubChem BioAssay
PfM18AAP inh: PfM18AAP enzyme inhibition; AID 1822; inhibition, % at 7.35 µM; recombinant PfM18AAP, H-Glu-NHMec fluorogenic cleavage; 290,000 compounds, 1.2% hits;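 active means inhibition above the campaign mean inhibition over all tested compounds plus 3 SD, cut at about 28% in these data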;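 further: 0% = plate median of test compound wells and 100% = 2 mM ZnCl2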
pCIP destab: compounds decreasing mouse p/CIP protein stability; Q05BA5; F442A p/CIP-EGFP cells, EGFP fluorescence, 16 h; decrease of EGFP signal, % at 10 µM; 290,000 compounds, 0.01% hits; AID 1984;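 active means EGFP signal decrease of at least 30% at 10 µM or well 3 SD below plate mean, unless failing retest; inactive means the rest, including hits failing retest or dose response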; further: some compounds called inactive have numbers as strong as hits; many of its hits are not listed in these tables
IMP-1 inhibitor: blocks Pseudomonas aeruginosa IMP-1 metallo-beta-lactamase | AID 1556 | 290,000 compounds, 0.45% hits | inhibition, % at 5.6 µM | purified IMP-1, nitrocefin hydrolysis, epi-absorbance fluorescence;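 active means inhibition above the mean plus 3 SD of all compounds in the same screening run, cut at about 4.5% in these data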;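 further: 0% = IMP-1 with DMSO and 100% = DMSO wells lacking enzyme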
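System: Purified IMP-1 | Read-out basis: Percent enzyme inhibition | Controls: IMP-1 with DMSO as 0%, enzyme-free DMSO as 100% | Replicates: One well per compound | Doses: 5.6 µM nominal single concentration | Detection: Epi-absorbance fluorescence, 480 nm excitation, 530 nm emission | Incubation: 25 °C, 15 min preincubation, 25 min reaction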
HCV NS3 hel inh: HCV NS3 helicase inhibition; inhibition, % at 10.9 µM; AID 1800; 290,000 compounds, 0.56% hits; NS3 helicase DNA unwinding, Cy5 molecular beacon fluorescence;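 active means inhibition above the mean of all tested compounds plus 3 SD, set per campaign, cut at about 35% in these data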;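 further: 0% = DMSO wells and 100% = thioflavine S control wells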
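Compound dosing – single dose, 10.9 µM nominal final, DMSO 0.8% final · System – NS3 helicase fragment of HCV · Buffer or medium – MOPS pH 6.5, MgCl2, DTT, Tween20, BSA · Signal – Cy5 beacon fluorescence read at start and 1 h · Also added – annealed dual-labelled DNA beacon duplex, ATP-started · Schedule – 1 h at 25 °C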
UBC9 SUMO inh: blocks human SUMOylation mediated by UBC9 | P63279 | HTRF SUMOylation assay, SAE1/SAE2 + UBC9, in vitro | inhibition, % at 35 µM | 290,000 compounds, 0.36% hits | AID 2006; in the data active means inhibition above about 50%, passing the limit was not always enough; further: strong numbers were not always called active
IDE cell inh: inhibitors of human insulin-degrading enzyme in cells; HEK cells, FAbetaB cleavage, fluorescence polarization; inhibition, % at 5.59 µM; 320,000 compounds, 0.41% hits;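 active means percent inhibition above the average of all tested compounds plus 3 SD, set per screening campaign, cut at about 16% in these data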;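 further: IDE supplied by intact live HEK cells; FP after avidin binding of uncleaved biotin substrate so inhibition keeps polarization high; 0% = DMSO wells and 100% = 60 µM reference IDE inhibitor Ii1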
VIM-2 inhibitor: inhibitors of Pseudomonas aeruginosa VIM-2 metallo-beta-lactamase; purified VIM-2, nitrocefin hydrolysis, epi-absorbance fluorescence; inhibition, % at 5.6 µM; 290,000 compounds, 0.89% hits;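 active means inhibition above the mean of all tested compounds plus 3 SD, cutoff set per screening run, cut at about 7.5% in these data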;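 further: red hydrolysis product quenches plate fluorescence so inhibitors raise well fluorescence; 0% = enzyme with DMSO and 100% = DMSO without enzyme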
IDE cell activ: boosts human insulin-degrading enzyme activity in HEK cells | P14735 | FAbeta-B cleavage, fluorescence polarization; 0% vehicle, 100% cell-free pure enzyme wells | activation, % at 5.96 µM | 340,000 compounds, 0.073% hits | AID 493087;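 active means activation above the mean of all tested compounds plus 3 SD, set per screening campaign, cut at about 17% in these data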
FID counter: counter-screen for HCV NS3 helicase inhibitors: DNA intercalator displacement; 290,000 compounds, 0.17% hits; inhibition, % at 7.9 µM; DNA fluorescent intercalator displacement, fluorescence; AID 1845; in the data active means inhibition above about 37%;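 further: 0% = vehicle and 100% = reference compound; higher means more ethidium bromide displaced from hairpin DNA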
* marks the source's active call; other numbers are inactive results; . = not tested or not shown.

SMILES	PfM18AAP inh	pCIP destab	IMP-1 inhibitor	HCV NS3 hel inh	UBC9 SUMO inh	IDE cell inh	VIM-2 inhibitor	IDE cell activ	FID counter
Cc1cc(=O)oc2cc(OCC(=O)Nc3ccc(CN4CCOCC4)cc3)ccc12	-5	1	-3.3	1	0	4	0.6	1	2
CN(C)c1ccc(CNC(=O)C2CCN(S(=O)(=O)c3ccc4c(c3)CCC(=O)N4)CC2)cc1	8	5	-2.4	21	0	-2	-1.3	1	-21
O=C(c1ccc([N+](=O)[O-])cc1)N1CCN(C(=O)c2cccs2)CC1	2	-6	-3.6	0	19	-2	-4.2	4	-5
COc1cccc(NC(=S)N(CCN(C)C)C(C)c2ccco2)c1 (stereo not given)	7	-5	-0.7	7	-6	-3	-2.0	5	1
Nc1nonc1-n1nnc(C(=O)N/N=C/c2c(F)cccc2Cl)c1-c1ccc2c(c1)OCO2	2	-7	-1.5	-4	11	1	-2.9	-4	-22
CC(C)CC(COCc1ccc(Cl)cc1)N1CCN(C(=O)c2cccc(C(F)(F)F)c2)CCC1=O (stereo not given)	7	-6	1.1	-9	-16	2	-3.2	5	-39
CC1CN(C(=O)C(C)Sc2nc3ccccc3s2)CC(C)O1 (stereo not given)	-3	-18	-0.4	5	45	5	-1.5	4	-21
O=C(N/N=C/c1ccco1)C1COc2ccccc2O1 (stereo not given)	-2	-4	-2.5	13	-7	-1	-0.4	6	-7
CC(C)c1ccc(N(CC(=O)NCc2ccc(F)cc2)C(=O)c2csnn2)cc1	-2	9	-3.4	-5	-12	-3	-4.1	3	-27
COc1ccc(Cl)cc1NC(=O)c1nnn(CC(=O)Nc2ccc3c(c2)OCO3)c1N	-3	0	-3.2	2	32	2	-1.3	0	4
CCC(=O)Nc1ccccc1-c1nnn(CC(=O)N2c3ccccc3CC2C)n1 (stereo not given)	-9	-10	1.2	5	15	0	-0.5	0	-2
Cc1nc2ccc(S(=O)(=O)NCC(=O)N3CCOCC3)cc2s1	7	4	-2.1	-2	0	-3	-1.5	2	-5
CC(=O)NC1C(=O)Nc2c(C)cc(C)cc21 (stereo not given)	-11	-2	-1.4	7	15	0	-4.9	6	-1
CCOc1ccc(C(=O)NCCCN(CC)CC)cc1	-8	-9	-0.4	8	21	-1	-1.6	1	2
COc1ccccc1OCC(=O)Nc1ccccc1C(=O)N1CCCCC1	1	-6	-1.0	2	16	3	-1.6	6	-15
CCOC(=O)COc1ccc(S(=O)(=O)N2CCN(c3ccccc3F)CC2)cc1	-19	-4	-0.6	-9	2	-4	3.6	-1	-17
O=C(NC1CC1)c1nc(Cn2cc([N+](=O)[O-])cn2)no1	-4	-5	1.6	4	7	-2	-1.1	2	-3
COC(=O)[C@H](C)NC(=O)NCc1ccc(S(N)(=O)=O)cc1	-17	-9	-1.7	-14	22	-3	-1.6	7	0
CC1=CC(=O)CC2C1(C)CCC(C)C2(C)CCC(C)CC(=O)O (stereo not given)	.	0	.	.	12	-3	.	5	.
N#Cc1ccc(OCC(=O)NCC(c2cccs2)N2CCOCC2)cc1 (stereo not given)	3	4	-4.2	3	4	-5	-3.4	3	-12
Cc1ccccc1C(=O)Oc1cc(N)n(S(=O)(=O)c2ccccc2)n1	12	-1	-0.9	-12	8	0	-1.3	5	-7
CC(C(=O)N1CCCC1)N(c1ccccc1)S(C)(=O)=O (stereo not given)	-2	-3	-2.1	-3	1	-3	-0.2	2	-1
COc1cccc2cc(C(=O)CS(=O)(=O)c3ccc(C(C)(C)C)cc3)c(=O)oc12	5	6	-2.2	15	14	7	-2.5	5	-20
CC(C)=CCC1=C(OCC(=O)O)C(=O)c2ccccc2C1=O	15	-11	-0.2	5	94	-6	0.8	3	-8
O=c1[nH]n2cc(-n3cc([N+](=O)[O-])cn3)cnc2c1Br	12	14	-1.1	-1	6	4	1.6	7	-3
CCCCc1nc2cc(C(=O)N3CCC(OCCOC)CC3)ccc2o1	-2	-7	-3.3	4	15	1	-1.2	7	-41
COc1ccccc1N1CCN(c2nc(N)c(C#N)c(CC#N)c2C#N)CC1	-12	5	-2.8	-7	27	1	-1.4	-2	-9
CCOC(=O)CSc1nnc(NC(=O)c2ccc3c(c2)OCO3)s1	-3	-5	-1.4	7	7	-1	1.2	2	-14
COc1ccccc1NC(=S)N1CCN(c2ccc(F)cc2)CC1	2	-2	-3.3	8	-5	2	-4.7	3	-11
COc1ccc(-c2nc3nc(SC)nn3cc2C)cc1F	5	-3	-2.4	16	20	3	-1.4	1	-1

A draw from above in order of count of non-hydrogen atoms, lowest first.
SMILES	PfM18AAP inh	pCIP destab	IMP-1 inhibitor	HCV NS3 hel inh	UBC9 SUMO inh	IDE cell inh	VIM-2 inhibitor	IDE cell activ	FID counter
CC(C)=CCC1=C(OCC(=O)O)C(=O)c2ccccc2C1=O	15	-11	-0.2	5	94	-6	0.8	3	-8
CCOC(=O)CSc1nnc(NC(=O)c2ccc3c(c2)OCO3)s1	-3	-5	-1.4	7	7	-1	1.2	2	-14
CCCCc1nc2cc(C(=O)N3CCC(OCCOC)CC3)ccc2o1	-2	-7	-3.3	4	15	1	-1.2	7	-41

(list continues)
SMILES	PfM18AAP inh	pCIP destab	IMP-1 inhibitor	HCV NS3 hel inh	UBC9 SUMO inh	IDE cell inh	VIM-2 inhibitor	IDE cell activ	FID counter
CN1/C(=C\C(=S)NC(=O)c2cccc(Br)c2)C(C)(C)c2ccccc21	-7	-55	-1.4	5	13	5	0.8	-17	-4
COc1ccc(N2CC(C(=O)Nc3ccncc3)CC2=O)cc1 (stereo not given)	-3	-10	-1.1	-6	2	0	-0.3	3	-4
O=C(NCc1ccc2c(c1)OCO2)C1CC(c2cccc(Br)c2)=NO1 (stereo not given)	-8	-2	-0.5	-8	27	3	-1.5	1	-14
O=C(Nc1ccc(Cl)cc1[N+](=O)[O-])c1ccc2c(c1)OCCO2	-9	5	-0.3	12	7	-3	0.4	2	5
O=C(CCS(=O)(=O)c1ccccc1)NC1CCCCC1	-12	-12	-3.7	14	2	-2	0.3	-4	-6
O=C(Nc1ccc(C(=O)N2CCOCC2)cc1)c1cccc(Br)c1	-3	-8	-3.4	-4	-6	1	-1.7	-6	-19
COc1ccccc1NS(=O)(=O)c1cccc(C(=O)N/N=C/c2c(C)nn(-c3ccccc3)c2N2CCCC2)c1	8	5	-3.1	18	20	0	-4.0	5	-18
CCOC(=O)C1CCN(C(=O)CN2C(=O)c3cccnc3Oc3ccccc32)CC1	1	-8	-1.5	7	21	3	-1.3	3	-18
Cc1c(Cl)cccc1-c1ccc(/C=N/n2cnnc2)o1	23	-2	-0.3	9	-7	3	32*	-3	-10
O=C(NCCOc1ccccc1F)c1cc([N+](=O)[O-])ccc1N1CCOCC1	-8	-6	-2.9	-11	10	-10	-0.4	14	-9
CCc1ccc2oc(-c3ccc(OC)cc3)cc(=Nc3c(C)n(C)n(-c4ccccc4)c3=O)c2c1	0	-2	-2.9	-9	20	10	1.5	-12	-10
COc1ccc(CC(=O)NCC2CCCN(Cc3cccc(C(F)(F)F)c3)C2)cc1 (stereo not given)	-11	-7	1.1	-1	-1	0	0.0	-1	3
CC(=O)Nc1cc(C(=O)N2CCN(C)CC2)ccc1Sc1ccc(C)cc1	0	-11	-3.1	-9	22	4	-3.8	2	-3
Cc1ccc(S(=O)(=O)N2c3ccccc3-c3c(ssc3=S)C2(C)C)cc1	22	2	-4.3	6	13	-1	-3.0	-5	-6
CC1CCN(C2(O)C(=O)Nc3ccc(Br)cc32)CC1 (stereo not given)	-1	-9	-2.7	19	5	-7	-1.7	6	-9
Cc1cc(NC(=O)c2ccccc2)ncc1NC(=O)c1ccco1	-8	-17	0.1	-4	-13	1	-1.2	-5	-10
CSc1nnc(-c2sc3cc(C(F)(F)F)cnc3c2-c2cccnc2)n1C	10	-4	2.0	17	24	-3	0.6	4	-14
CCCCN(CC)C(=O)Cn1nc(Cc2ccncc2)c2ccccc2c1=O	-4	4	-1.9	-5	1	2	0.4	2	-22
Cc1ccc(S(=O)(=O)n2ccc(-c3ccc(OCc4c(F)cccc4Cl)cc3)n2)cc1	-6	6	-0.8	-2	-10	2	-0.4	-1	3
CCOc1ccc(N(CC(=O)NCc2ccc(F)cc2)C(=O)c2ccco2)cc1	5	-9	-2.8	-5	-5	4	-4.5	10	-33
Cc1nc2cc(Nc3nnc(-c4ccccc4)c4ccccc34)ccc2n1C	-10	-8	1.9	-74	25	12	2.2	7	35
Cc1ccc(-c2noc(/C=C/c3ccccc3)n2)cc1	2	0	-1.6	-2	3	3	-5.4	2	-2
CCC1Oc2ccccc2N(CC(=O)NC2CCCCC2C)C1=O (stereo not given)	1	-16	-2.8	1	7	0	-2.1	-2	-32
Cn1c(=O)c2c(nc(Oc3ccc4c(c3)OCO4)n2Cc2ccc(Br)cc2)n(C)c1=O	-1	-3	-1.5	13	15	-3	-3.0	.	-2
CCOC(=O)c1ccc(NC(=O)C23CCC(C)(C(=O)O2)C3(C)C)cc1 (stereo not given)	0	4	-2.8	-2	-11	2	-1.5	6	-15
CCOc1ccc2[nH]c(=O)c(C(c3nnnn3CC3CCCO3)N3CCc4ccccc4C3)cc2c1 (stereo not given)	6	2	-1.3	2	31	2	-0.5	4	-10
CCOc1ccc(-c2nc(-c3ccccc3C)no2)cc1	3	-15	-3.0	2	6	-2	-1.7	.	1
C=CCSc1nc2c(c(C3CC=CCC3)c1C#N)CCC2 (stereo not given)	-1	-3	-1.6	7	15	-2	-2.9	0	-6
CCCCn1c(/N=C/c2ccc3c(c2)OCO3)nc2ccccc21	-8	-5	-4.4	-4	-2	-2	-2.9	7	7
c1ccc(-c2nnc3sc(CN4CCc5ccccc54)cn23)cc1	5	-12	-5.9	-2	14	-14	-5.8	2	-24
O=C(COc1cccc(C(F)(F)F)c1)NCCCN1CCCC1=O	-7	-6	-3.6	3	14	3	-4.3	1	-6
COc1ccc(C(=O)Nc2ccccc2)cc1NC(=O)c1cccs1	7	-8	-0.7	1	-1	.	-1.1	1	-17
Cc1cc(Br)cc(C)c1OCC(=O)NNC(=O)c1cccs1	2	-11	0.8	-7	7	-3	-3.7	4	-19
Cc1cc(N=Nc2ccc(Cl)cc2)cc(CN2CCCC2)c1O	1	-6	-0.4	-50	8	13	-1.6	1	7
O=C(c1ccc(-c2ccccc2)c(F)c1)C1CCCN(CCCn2cccn2)C1 (stereo not given)	-20	-10	0.6	-54	17	4	2.2	-7	14
Cc1ccnc(NS(=O)(=O)c2ccc(Oc3ccccc3)cc2)c1	-4	-6	-1.1	-2	23	-1	-3.0	4	2
COc1ccc(NC(=O)COc2ccccc2C#N)c(S(=O)(=O)N2CCCCC2)c1	0	-9	-1.2	-8	-18	4	-0.3	1	-19
CC(Cc1cccnc1)NC(=O)c1cc(COc2ccc(F)cc2F)on1 (stereo not given)	2	-3	-1.4	2	15	1	-2.3	-1	-15
